# Compound activity: PubChem BioAssay, Sanford-Burnham Center for Chemical Genomics
# EphA4 KYL inhibition: inhibitors of EphA4 binding to KYL peptide, primary screen, biochemical, colorimetric, mouse EphA4 (AID 689); EphA4-AP binding to KYL peptide, pNPP A405; higher % means a stronger effect; one-dose inhibition, % at 10 µM; IC50 in µM for titrated hits; 0.1% of 62,000 active; in the data active = a potency from the dose series; inactive = the rest, 99 in 100 with inhibition below about 22%
# * marks the source's active call; other numbers are inactive results; & = joins results of further samples.
SMILES,EphA4 KYL inhibition
COC(=O)C1=C(C)NC2=C(C(=O)c3ccccc32)C1c1ccc(OCc2ccc(Cl)cc2Cl)cc1 (configuration not stated),6%
O=C(CC1(O)C(=O)Nc2ccccc21)c1ccccc1O (configuration not stated),-3%
CCOC(=O)c1cc(NC(=O)c2ccccc2)c(=O)oc1-c1ccccc1,-7%
COC(=O)c1ccccc1NC(=S)NC(=O)c1ccco1,2%
Cc1nc(Sc2nnnn2C)c2c3c(sc2n1)CCC3,-26%
CC(Oc1ccccc1)C(=O)Nc1ccc(I)cc1 (configuration not stated),7%
Cc1cc(C)nc(N2CCC(C(=O)N3CCN(c4cc(Cl)ccc4C)CC3)CC2)n1,10%
COc1ccccc1N1CCN(C(=O)c2cnn3c2NC(c2ccc(Br)cc2)CC3C(F)(F)F)CC1 (configuration not stated),-11%
O=C(Nc1ccccc1)N1CCC(C(=O)N2CCN(S(=O)(=O)c3cccc(F)c3)CC2)CC1,-7%
O=C1CCCC2=C1C(c1ccncc1)Nc1ccccc1N2 (configuration not stated),-8%
O=C(Nc1ccnc(-c2cccnc2)n1)c1ccccc1Cl,-11%
CC(=O)OCc1c(F)c(F)c(-n2nc(C)cc2C)c(F)c1F,-8%
O=C(CSc1n[nH]c(-c2ccccc2)n1)c1ccc(Br)cc1,-10%
O=C(CSc1nnc(-c2ccccc2)n1Cc1ccco1)NCc1ccc2c(c1)OCO2,-9%
CC(C)n1nc(C(=O)OCC(=O)c2c[nH]c3ccccc23)c2ccccc2c1=O,-17%
COc1cc(NC(=O)Cc2ccccc2)cc(OC)c1,8%
O=C(COC(=O)c1cnccn1)NCCc1ccccc1,-10%
O=Cc1ccc(OCc2ccc(F)cc2)cc1,-1%
CCOc1ccc(S(=O)(=O)Nc2c(C)n(C)n(-c3ccccc3)c2=O)cc1,-2%
COc1cc(C=C2C(=O)NC(=O)NC2=O)ccc1OCCSc1ccc(C)cc1,21%
Cc1ccc(-n2nc(C)c3c2OC(N)=C(C#N)C3c2ccccc2F)cc1 (configuration not stated),-1%
COCCCNC(=O)CCN1C(=O)COc2ccccc21,0%
Cc1cccc(C(=O)Nc2cccc(OC(=O)c3cccc(C)c3)c2)c1,0%
CC(C)C(=O)Nc1ccccc1C(=O)N/N=C/c1ccc([N+](=O)[O-])cc1,-4%
C=CCn1c(COc2ccc(Cl)cc2)nnc1SCC(=O)N/N=C/c1ccccc1,-12%
O=C(c1ccccc1)c1cccn1CC(=O)N1CCCCCC1,-15%
CC(=O)OCc1nc2ccccc2s1,-15%
OC(CNCc1ccco1)Cn1c2ccccc2c2ccccc21 (configuration not stated),-23%
CC(C)(C)NC(=S)NCc1cccnc1,0%
Cc1cc(C)n(-c2ccc(C(=O)OCC(=O)Nc3ccc(S(=O)(=O)N4CCOCC4)cc3)cc2)n1,-1%

# Overlap with the part before: five entries, followed by the next part.
SMILES,EphA4 KYL inhibition
O=C(c1ccccc1)c1cccn1CC(=O)N1CCCCCC1,-15%
CC(=O)OCc1nc2ccccc2s1,-15%
OC(CNCc1ccco1)Cn1c2ccccc2c2ccccc21 (configuration not stated),-23%
CC(C)(C)NC(=S)NCc1cccnc1,0%
Cc1cc(C)n(-c2ccc(C(=O)OCC(=O)Nc3ccc(S(=O)(=O)N4CCOCC4)cc3)cc2)n1,-1%
Cc1ccc(-c2noc(CCCOc3ccc(Cl)cc3Cl)n2)cc1,-3%
CCCCCCn1c(N2CCC(C)CC2)nc2c1c(=O)[nH]c(=O)n2C,19%
COc1ccccc1N1CCN(C(=O)Cn2nnc(-c3cccs3)n2)CC1,-2%
Cc1ccc(-c2nc(NC(=O)CSc3nnnn3-c3ccccc3)ns2)cc1,3%
COc1ccc(Br)cc1/C=C/C(=O)Nc1c(C)cccc1C,1%&-10%
COc1ccccc1C(c1nnnn1CS(=O)(=O)c1ccc(C)cc1)N1CCSCC1 (configuration not stated),-9%
Cc1ccc(-c2nc3sc4c(N)ncnc4c3c3c2CCCC3)cc1,-10%
COC(=O)C1=C(C)NC(=S)NC1c1cccs1 (configuration not stated),31%
CC(C)C(=O)Nc1cccc(C(=O)Nc2ccccc2C(=O)O)c1,10%
CC(=O)NCCN=Cc1sc2ccccc2c1O,3%
Oc1ccccc1C(=S)N1N=C(c2ccccc2)CC1(O)C(F)(F)F (configuration not stated),1%
O=C(/C=C/c1ccc(F)cc1)Nc1cccc(Br)c1,-7%
O=C1CCCc2c1cc(C(=O)Nc1ccc(Cl)cn1)c(=O)n2-c1ccccc1,-4%
COC(=O)C1=C(C)NC(=O)/C1=C\c1cc(C)n(-c2ccccc2C)c1C,-7%
O=C(NCc1ccccc1)C12CC3CC(CC(C3)C1)C2,-5%

# In the list so far, six have a Cl atom:
SMILES,EphA4 KYL inhibition
COC(=O)C1=C(C)NC2=C(C(=O)c3ccccc32)C1c1ccc(OCc2ccc(Cl)cc2Cl)cc1 (configuration not stated),6%
Cc1cc(C)nc(N2CCC(C(=O)N3CCN(c4cc(Cl)ccc4C)CC3)CC2)n1,10%
O=C(Nc1ccnc(-c2cccnc2)n1)c1ccccc1Cl,-11%
C=CCn1c(COc2ccc(Cl)cc2)nnc1SCC(=O)N/N=C/c1ccccc1,-12%
Cc1ccc(-c2noc(CCCOc3ccc(Cl)cc3Cl)n2)cc1,-3%
O=C1CCCc2c1cc(C(=O)Nc1ccc(Cl)cn1)c(=O)n2-c1ccccc1,-4%

# Following part
SMILES,EphA4 KYL inhibition
CC(=O)N(c1ccc2oc(=O)sc2c1)S(=O)(=O)c1cccs1,4%
CC(=O)Oc1ccc2occ(C(=O)c3cccs3)c2c1,14%
CC1(C)OC(=O)C(=CNn2cnc3ccccc3c2=O)C(=O)O1,-3%
COc1ccccc1N=c1oc2c(OC)cccc2cc1C(=O)NCc1ccco1,11%
COc1ccc(NC(=O)CSc2nnc(C3CCCCC3)o2)c(OC)c1,-7%
O=Cc1ccc(OC(=O)c2sc3ccccc3c2Cl)cc1,-3%
CC(C)(O)P(C)(=O)c1ccccc1 (configuration not stated),-5%
Cc1cc(C)n(-c2nc(N(c3ccccc3)c3ccccc3)nc(-n3nc(C)cc3C)n2)n1,-11%
O=C(CCCCn1c(=S)[nH]c2ccsc2c1=O)NCc1ccco1,-5%
CCC1(C)NC(=O)N(CC(=O)Nc2sc3c(c2C(N)=O)CCC3)C1=O (configuration not stated),11%
O=C(/C=C/Nc1cccc(O)c1)c1ccccc1,-7%
CCC(C)NC(=O)c1ccccc1NC(=O)CN(c1ccc(OC)cc1)S(C)(=O)=O (configuration not stated),-3%
COCC(N)(c1ccccc1)c1nc2ccccc2n1C (configuration not stated),5%
CC1CN(C2CCN(C(=O)c3cccc(Cl)c3)CC2)CC(C)O1 (configuration not stated),1%
C=CCNCCCCOc1ccc(C)cc1[N+](=O)[O-],-7%
Cc1ccc(C(c2sc3nc(C)nn3c2O)N2CCN(c3ccccc3F)CC2)cc1 (configuration not stated),-1%
COc1ccc(OC)c(N(CC(=O)N2CCc3ccccc3C2)S(C)(=O)=O)c1,8%
O=C1NC(Cc2c[nH]c3ccccc23)C(=O)N1CCOc1ccc(F)cc1 (configuration not stated),3%
Cc1nn(-c2ccc(Cl)cc2)c2[nH]c(=O)c(CNCc3ccc4c(c3)OCO4)cc12,17%
O=S(=O)(c1ccc(F)cc1)N1CC2CCCN2c2ccc(C(F)(F)F)cc21 (configuration not stated),-5%
O=C(CN1C(=O)NC2(CCCCCCC2)C1=O)N1CCN(C(=O)c2ccco2)CC1,-12%
CCCS(=O)(=O)N1CCC(C(=O)NCCCOC)CC1,-12%
O=c1[nH]c2cc(Cl)ccc2n(CCNc2ncc(C(F)(F)F)cc2Cl)c1=O,-10%
C#Cc1cccc(NC(=O)c2cccc(N3C(=O)c4ccc(Oc5cccc([N+](=O)[O-])c5)cc4C3=O)c2)c1,-6%
COc1cccc(C2N(c3cccc(Cl)c3)C(=O)C3CCCN32)c1OC (configuration not stated),-3%
N#Cc1c(-c2ccccc2)nc(-c2ccccc2)[nH]c1=O,10%
CCN1C(=O)c2cccc3c(S(=O)(=O)NCCCN4CCOCC4)ccc1c23,-8%
Cc1ccc2nc3sc(C(=O)N4CCOCC4)c(N)c3cc2c1,-11%
COc1ccc(C2C3=C(N=C4SCC(=O)N42)c2ccccc2CC3)cc1 (configuration not stated),0%
CCOC(=O)N1CCN(C(=S)NC)CC1,-16%
Cc1nn(CC(=O)N2CCOCC2)c(C)c1[N+](=O)[O-],-10%
CCc1[nH]nc2c1C(Cc1ccccc1)C(C#N)=C(N)O2 (configuration not stated),4%
Cc1c(NC(=O)CSc2nnc(-c3ccco3)n2-c2ccccc2)c(=O)n(-c2ccccc2)n1C,-1%
Cc1nn(Cc2ccccc2)c(C)c1NC(=O)CSc1nc(-c2ccccc2)nc2c1cnn2-c1ccccc1,-1%
Cc1cnc(C(=O)OCC(=O)Nc2cccc(Cl)c2)cn1,-11%
O=C(CSc1nc2c(cnn2-c2ccccc2)c(=O)[nH]1)N1CCOCC1,-2%
CC(C)NC(=O)c1n[nH]c(=O)c2ccccc12,-12%
O=C(CSc1nnc(-c2cccnc2)o1)c1ccc(Br)cc1,-6%
COc1ccccc1N1CCN(C(=O)c2ccc(Br)s2)CC1,-10%
O=C(N/N=C/c1ccc(Cl)cc1)Nc1ccccc1,-7%
Cc1ccc(C(C2=C(O)CC(C)(C)CC2=O)C2C(=O)CC(C)(C)CC2=O)s1 (configuration not stated),-8%
O=C(CSCC(=O)OCn1nnc2ccccc2c1=O)Nc1ccc(Cl)cc1,-2%
CCN(CC)c1ccc(NS(=O)(=O)c2ccc3c(c2)oc(=O)n3C)c(C)c1,9%
CCCCOCCCNC(=O)Cc1ccccc1OC,1%
Clc1ccc(-c2cc(COc3ccc4ccccc4c3)no2)cc1,-4%
CC(C)CC(NC(=O)C1CCC(C)CC1)C(=O)Nc1ccc2c(c1)OCCO2 (configuration not stated),10%
COc1cc([N+](=O)[O-])ccc1N=S(C)C,-8%
Clc1cc(Sc2ccc(Br)cc2)nnc1-c1ccccc1,-7%
O=P(OC1CCCCC1)(OC1CCCCC1)C(O)c1ccccc1 (configuration not stated),-9%
CCn1c(SCC(N)=O)nnc1-c1ccco1,-11%
COC(=O)c1cccc(N2C(=O)C(Cl)=C(N3CCOCC3)C2=O)c1,-9%
O=C1c2oc3ccc(Br)cc3c(=O)c2C(c2cccnc2)N1Cc1ccco1 (configuration not stated),-12%
CCCCCCCC1(C)NC(=O)N(c2ccccc2)N1 (configuration not stated),-12%
COc1cccc(N2CCN(C(=O)c3ccc4nc(N5CCCCC5)sc4c3)CC2)c1,4%
O=C(NNC(=S)Nc1ccccc1)C1CC1,-10%
c1ccc(CSc2ncnc3nc[nH]c23)cc1,-10%
CC(C)C(=O)Nc1ccc(C(=O)NNC(=O)c2ccco2)cc1,-1%
COc1cc(NC(=O)c2ccco2)c(OC)cc1NC(=O)CSc1ncc(-c2ccc(F)cc2)[nH]1,-9%
O=C1CC(c2ccc(F)cc2)Cc2nc(NCc3ccco3)ncc21 (configuration not stated),-8%
Cc1c([N+](=O)[O-])c2ccc(O)cc2n1-c1ccc(Cl)cc1,-6%

# (cont.)
SMILES,EphA4 KYL inhibition
O=C(Nc1ccccc1)N(C1=NCCCCS1)c1cccc2ccccc12,6%
O=C(/C=C/c1ccco1)NC(=S)Nc1cccc(-c2nc3ccccc3o2)c1,-12%
CCc1ccc(Nc2ncccc2C#N)cc1,-8%
C/C(CCc1ccco1)=N/NC(=O)CCC(=O)Nc1cccc(Cl)c1,0%
CCCC(NS(=O)(=O)c1ccc(Br)cc1)C(=O)O (configuration not stated),-6%
CCOC(=O)c1c(-c2ccc(OC)cc2)csc1NC(=O)CNCc1ccco1,-5%
c1ccc2c(c1)CCN(c1nc3cc4c(cc3s1)OCCO4)C2,19%
CC(=O)Oc1ccc2ccccc2c1C(NC(=O)Cc1ccccc1)c1ccccc1Cl (configuration not stated),11%&-12%
Cc1nc(-c2ccccc2)nc2[nH]ccc(=O)c12,11%&-16%
CCn1c(SCC(=O)N2CCCC2)nc2c1c(=O)n(C)c(=O)n2C,-8%
COc1ccc(OC)c2[nH]c(=O)c(CCNC(=O)C3CCCCC3)cc12,-12%
O=C(O)c1ccccc1-c1ccccc1C(=O)Nc1cccc2ccccc12,-1%
O=C(CCC(=O)c1cccs1)OCC(=O)N1CCN(S(=O)(=O)c2ccccc2)CC1,-6%
Cc1ccc(N2C(=O)/C(=C/c3cccc4ccccc34)SC2=S)cc1,37%
COC(=O)c1ccc(OCC(O)CN(C)C)cc1 (configuration not stated),1%
CCOC(=O)c1cc(-c2ccc(O)cc2)nc2ccccc12,-5%
CC(NC(=O)CCSc1nc(-c2ccc3c(c2)OCO3)cc(C(F)(F)F)n1)c1ccccc1 (configuration not stated),-3%
O=C(NCN1CCN(c2ccccc2F)CC1)c1ccccc1,-3%
Cc1cc(C)nc(-n2nc(C)c3c(C)c(C)c(C)nc32)n1,-10%
CCN1CCN(c2cc(C)c3cc(NC(=O)c4cccnc4Cl)ccc3n2)CC1,-12%
COCCCn1cnnc1SCC(=O)Nc1ccc(S(=O)(=O)N2CCCC2)cc1,-5%
COc1ccc2ccccc2c1CNCc1ccccn1,-11%
O=C1C(=O)N(Cc2cccnc2)C(c2ccccn2)/C1=C(/O)c1ccc(F)cc1 (configuration not stated),8%
COc1ccc(-n2c(N)c(C(=O)NCc3ccco3)c3nc4ccccc4nc32)cc1,1%
Cn1cnnc1SCC(=O)Nc1ccc2c(c1)CCC2,-7%
O=C(C1CCC(CNc2nc(=S)[nH]c3ccccc23)CC1)N1CCN(c2ccccn2)CC1 (configuration not stated),-7%
O=C1CC(c2ccccc2Br)c2c(ccc3ccccc23)N1 (configuration not stated),0%

# These rows are one share of the data. The share of hits here may be higher or lower than overall.
